Screens: PubChem, several laboratories
IL1B cytotox: toxic to HUVEC cells under IL-1B stimulation | 0.41% of 94,000 active | HUVEC cell count loss, Hoechst imaging, IL-1B stimulated | cell count reduction, % at 2 µM;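 active means cell count reduction more than 3 SD above the screen-wide mean, cut at about 70% in these data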;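 further: normalized per plate to untreated control cells as the no-loss baseline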
PTK2B oligo ant: Pyk2 (human) oligomerization antagonism. z-score (the deposit names both 25 µM and 10 µM). Q293 cells, Pyk2 FERM NanoBiT luminescence; stronger effect = lower value. Q14289. 0.83% of 99,000 active;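 active means Z-score of -3 or lower, scaled per plate to the spread of control and sample wells; inactive means z-score above -3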;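 further: negative z-score means lost luminescence so less FERM oligomerization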
Target sequence (Q14289 whole entry, looked up): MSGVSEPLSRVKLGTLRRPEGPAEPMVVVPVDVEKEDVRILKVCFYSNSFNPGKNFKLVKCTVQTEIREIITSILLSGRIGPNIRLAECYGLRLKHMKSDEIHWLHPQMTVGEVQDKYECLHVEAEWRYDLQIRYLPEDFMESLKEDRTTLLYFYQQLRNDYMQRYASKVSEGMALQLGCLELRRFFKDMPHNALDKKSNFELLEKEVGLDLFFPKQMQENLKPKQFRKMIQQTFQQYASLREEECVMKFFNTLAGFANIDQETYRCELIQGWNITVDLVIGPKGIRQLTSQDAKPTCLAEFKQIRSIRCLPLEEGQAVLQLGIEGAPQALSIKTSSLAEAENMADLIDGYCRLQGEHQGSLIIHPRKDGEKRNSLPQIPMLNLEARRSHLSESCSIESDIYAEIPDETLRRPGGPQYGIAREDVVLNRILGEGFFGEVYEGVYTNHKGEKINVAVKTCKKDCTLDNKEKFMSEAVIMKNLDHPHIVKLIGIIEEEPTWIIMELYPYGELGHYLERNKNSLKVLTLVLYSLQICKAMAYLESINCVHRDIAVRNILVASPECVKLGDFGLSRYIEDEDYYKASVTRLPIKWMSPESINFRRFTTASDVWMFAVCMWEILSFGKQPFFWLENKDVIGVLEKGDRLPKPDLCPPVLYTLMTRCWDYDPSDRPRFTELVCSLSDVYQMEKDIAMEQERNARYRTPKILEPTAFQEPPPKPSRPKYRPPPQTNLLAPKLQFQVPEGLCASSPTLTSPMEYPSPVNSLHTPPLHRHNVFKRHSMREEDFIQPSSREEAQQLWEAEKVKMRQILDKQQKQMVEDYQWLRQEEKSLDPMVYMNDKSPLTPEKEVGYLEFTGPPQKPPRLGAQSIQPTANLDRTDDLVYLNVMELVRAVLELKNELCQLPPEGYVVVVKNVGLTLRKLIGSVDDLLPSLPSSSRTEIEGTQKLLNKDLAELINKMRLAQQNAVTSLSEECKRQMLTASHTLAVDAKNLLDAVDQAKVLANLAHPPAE
Fibroblast inh: blocks proliferation of human lung fibroblasts | 1.1% of 85,000 active | LL 47 human lung fibroblast viability, ATP luminescence; stronger effect = lower value | AID 719 | viability, % at 10 µM;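 active means viability at or below 50% in the single dose screen; inactive means viability above 50%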;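 further: compound exposure lasted 72 h before the ATP readout; 100% = median luminescence of untreated cell-only wells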
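Material: human LL 47 lung fibroblast cells; quantity: 1,150 cells/well; medium: IMEM plus 15% FBS; doses: 0.1% DMSO in all compound wells; timing: overnight attachment after seeding, then 72 h compound exposure at 37 °C; detection: CellTiter-Glo luminescence; measure: % viability of median cell-only signal; controls: cell-only wells, no compound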
VCAM1 TNFa inh: reduces TNF alpha induced VCAM1 expression in HUVEC. HUVEC TNFa-induced VCAM-1 immunofluorescence, high-content imaging. inhibition, % at 2 µM. AID 802. 0.48% of 95,000 active;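 active means inhibition above the batch mean plus 3 SD, with images confirmed as a hit by eye, cut at about 37% in these data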;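 further: 0% = TNF-stimulated DMSO wells and 100% = unstimulated control wells; not every result past the cut was called active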
TNFa cytotox: HUVEC cytotoxicity counter-screen, TNF alpha stimulated; HUVEC TNFalpha-stimulated, Hoechst cell count, imaging; cell count reduction, % at 2 µM; 0.17% of 93,000 active; AID 848;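 active means cell count reduction exceeding the screen mean by over 5 SD, scaled to untreated wells per plate, cut at about 78% in these data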;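 further: cells counted after 24 h of TNF alpha exposure following the 1 h pretreatment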
F-actin modifier: cytoskeleton assembly modification; HUVEC TNFa F-actin phalloidin imaging, high content; inhibition, % at 2 µM; 0.18% of 91,000 active;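 active means inhibition above the batch mean plus 3 SD and confirmed as a hit by visual image inspection, cut at about 30% in these data, passing the limit was not always enough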; further: strong numbers were not always called active
HUVEC prolif 384: human endothelial cell proliferation inhibition; HUVEC proliferation, CellTiter-Glo luminescence, 72 h; stronger effect = lower value; viability, % at 10 µM (by protocol); 1.1% of 86,000 active; AID 648;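 active means viability at or below 30%; inactive means viability above 30%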;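 further: 100% = median luminescence of DMSO-only cell control wells on each plate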
H69AR inhibit: blocks growth of human H69AR lung tumor cells | H69AR lung tumor viability, ATP luminescence, 72 h; stronger effect = lower value | viability, % at 10 µM | 6% of 85,000 active;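 active means viability at or below 40%; inactive means viability above 40%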;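 further: multidrug resistant small cell line overexpressing MRP-1 efflux transporter; 100% = mean luminescence of untreated control wells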
Smad3 inh: Smad3 (human) transcription factor binding inhibition; P84022; TR-FRET Smad3/Dy647-FoxH1 peptide binding, europium anti-His; inhibition, % at 25 µM; 0.29% of 88,000 active; AID 630;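 active means compounds that reduce the energy-transfer binding signal between the protein and its labelled peptide by more than half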;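 further: 0% = Smad3 plus labelled peptide maximal FRET and 100% = peptide-only background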
* = called active by the depositor; x = not tested or not shown; [ ] = remark or other dose. Not all compounds are listed (hit frequency here may not be typical).

SMILES	IL1B cytotox	PTK2B oligo ant	Fibroblast inh	VCAM1 TNFa inh	TNFa cytotox	F-actin modifier	HUVEC prolif 384	H69AR inhibit	Smad3 inh
CCN(CC)C(=O)CSc1nc(O)cc(=O)n1-c1ccccc1OC	8	0.39	104	5	-28	25	96	94	-3
COc1ccc(CCNC(=O)c2sc(=S)n(C)c2N)cc1	-26	-0.23	94	1	-9	9	90	63	-9
CC(C)(C)NC(=O)CN(C(=O)CSc1nnc(COc2ccccc2)o1)c1cccc(F)c1	11	3.4	96	14	18	-13	94	100	-14
Cc1c(C(=O)NCc2ccc3c(c2)OCO3)sc2nc(-c3ccccc3)cn12	1	x	x	12	2	-1	x	x	x
CCOc1ccc(Oc2cc(C)nc(SC)n2)nn1	26	1.2	96	-6	-28	-8	88	90	19
CC(=O)OC(C(=O)NCc1ccco1)c1cccnc1 (stereo not drawn)	-23	0.22	99	-5	-5	-12	96	91	-6
COC(=O)c1ccc(CSc2nnc3sc4ccccc4n23)o1	x	-0.18	92	x	x	x	92	67	14
COc1ccc(Cl)cc1N/C(N)=N/c1nc(CSc2ccc(C)cc2)cc(=O)[nH]1	-6	1.5	82	1	-12	5	81	50	7
CN(C)CCCN1c2ccccc2CCc2ccccc21	x	x	83	x	x	x	88	81	-1
Cc1cc(CNC(=O)Cc2c(F)cccc2Cl)nn1C	-14	0.73	103	14	0	-8	97	93	-4
CCN(CC)c1ccc(/C=N/N2CCN(Cc3cccc4ccccc34)CC2)c(O)c1	2	-0.07	x	5	-6	8	x	x	x
COC(=O)c1ccccc1OC(=O)c1ccc(Br)o1	-27	1.1	98	16	9	-23	95	93	-2
C/C(Cc1ccccc1)=N\NC(=O)CCCCCC(=O)N/N=C(\C)Cc1ccccc1	-6	0.57	x	13	-20	-21	x	x	x
O=C(COC(=O)c1ccccn1)NC12CC3CC(CC(C3)C1)C2	-10	0.07	97	-13	x	4	101	92	-2
CCc1nnc(NC(=O)c2cccnc2)s1	8	-0.11	113	-8	-12	3	102	110	2
CC(=O)O[C@]1(C(C)=O)CC[C@H]2[C@@H]3C=C(Cl)C4=CC(=O)CC[C@]4(C)[C@H]3CC[C@@]21C	x	x	80	x	x	x	87	19*	12
COC(=O)c1c(C)nc(C)c2c(=O)oc3ccccc3c12	x	-1.8	109	x	x	x	98	88	7
CC(C)(C)NC(=O)CSC(=Nc1ccc(F)cc1)NC#N	-3	1.4	94	14	-24	10	88	87	4
O=C1OCCC1Sc1nnc(-c2cccc(Br)c2)o1 (stereo not drawn)	-8	-0.05	93	4	-10	-8	95	91	-6
CCCn1nc(CC(=O)OCC)c2ccccc2c1=O	-27	0.4	95	-8	3	15	94	88	7
CCCNC(=O)NC(=O)CSc1ncc(C(F)(F)F)cc1Cl	-6	-1.2	94	20	-12	13	102	87	9
Nc1c(C(=O)NCC2CCCO2)c2nc3ccccc3nc2n1-c1ccccc1 (stereo not drawn)	11	0	74	-9	-6	-5	79	21*	4
Cc1c(Cl)cccc1NC(=O)CC(NCCN1CCOCC1)C(=O)O (stereo not drawn)	x	x	105	x	x	x	111	92	-5
CCOc1ncccc1C(=O)OCC(=O)N1CCN(S(=O)(=O)c2ccccc2)CC1	-2	1.3	97	15	-34	1	102	96	8
CCC(C)NS(=O)(=O)c1ccc(NC(=O)CCC2CCCCC2)cc1 (stereo not drawn)	-17	1.1	92	15	-8	6	95	87	4
COc1ccc(NC(=O)c2c(-c3ccccc3)noc2C)c(OC)c1	-73	0.12	91	7	-27	-6	94	89	4
Cn1c(=O)c2c(nc(CN3CCOCC3)n2CCN2CCOCC2)n(C)c1=O	x	0.74	96	x	x	x	90	84	-8
CCOCCCNC(=O)C(NC(=O)c1ccc(=O)[nH]c1)c1ccc(Cl)cc1 (stereo not drawn)	-8	x	104	-7	-8	3	96	96	-18
CC(C)CCNC(=O)NC(=O)CN1C(=O)NC2(CCCCC2)C1=O	27	-1	104	-17	24	-43	99	97	3
O=C(/C=C/c1ccccc1)N(c1ccccn1)C1CCCCC1	-38	-0.01	x	2	-10	-11	x	x	x
Nc1ccccc1C(=O)NNc1ncc(C(F)(F)F)cc1Cl	7	0.49	x	10	6	-12	x	x	x
CO[C@H]1C=CO[C@@]2(C)Oc3c(C)c(O)c4c(O)c(c(C=NN5CCN(C)CC5)c(O)c4c3C2=O)NC(=O)C(C)=CC=C[C@H](C)[C@H](O)[C@@H](C)[C@@H](O)[C@@H](C)[C@H](OC(C)=O)[C@@H]1C	x	x	85	x	x	x	83	89	2[fluorescence artefact?]
Cc1cc(C)n(-c2nc3ccccc3nc2Nc2ccc(CC(=O)O)cc2)n1	-36	x	96	3	-32	13	89	66	2
CCn1c2ccccc2c2cc(NC(=O)CCCN3C(=O)CCC3=O)ccc21	33	-0.19	95	-1	-17	15	87	74	22
Cc1cccc(C(=O)N/N=C/c2ccc(OC3CSC3)cc2)c1	x	-1.1	x	5	-10	-3	x	x	x
CC(C)OP(=O)(c1ccc(N(C)C)cc1)C(O)c1ccccc1F (stereo not drawn)	12	0.8	94	9	-32	35	88	92	2
O=C(CSc1nc(C2CC2)nc2ccccc12)NCc1ccc2c(c1)OCO2	-6	x	x	-12	-5	2	x	x	x
CCN(CC)c1nc(N)c2c(N)n(-c3ccccc3C)c(=S)c(C#N)c2c1C#N	-8	-3.7*	102	-18	-12	-22	93	107	2
CCOC(=O)CCC(=O)N1CCOCCN(C(=O)CCC(=O)OCC)CCOCC1	6	-0.23	101	4	-42	18	100	96	15
C=CCN(CC=C)Cc1c(C)[nH]c2ccc(C(=O)OCC)cc2c1=O	-33	0.06	100	14	-53	13	92	81	-6
O=Cc1ccc(N2CCCCCC2)cc1	8	-0.83	x	16	-9	-18	x	x	x
O=C(CC1CCCCC1)NCc1cn2ccsc2n1	-8	-0.29	101	-13	-17	-29	104	92	-8
Cc1ccc2cc(CN(Cc3ccco3)C(=O)c3ccccc3)c(=O)[nH]c2c1C	-17	0.38	92	24	-7	1	66	53	0
CCOC(=O)CNS(=O)(=O)CCN1C(=O)c2ccccc2C1=O	-29	-0.23	98	0	-9	8	99	99	12
Cc1cc(/C=N/n2cnnc2)c(C)n1-c1ccc(OCc2ccc(Cl)cc2Cl)cc1	1	-0.02	73	-12	-3	-23	2.6*	5.8*	9

4 of these compounds, reformatted:
| mol | IL1B cytotox | PTK2B oligo ant | Fibroblast inh | VCAM1 TNFa inh | TNFa cytotox | F-actin modifier | HUVEC prolif 384 | H69AR inhibit | Smad3 inh |
| --- | --- | --- | --- | --- | --- | --- | --- | --- | --- |
| Cc1c(Cl)cccc1NC(=O)CC(NCCN1CCOCC1)C(=O)O (stereo not drawn) | x | x | 105 | x | x | x | 111 | 92 | -5 |
| CCOc1ncccc1C(=O)OCC(=O)N1CCN(S(=O)(=O)c2ccccc2)CC1 | -2 | 1.3 | 97 | 15 | -34 | 1 | 102 | 96 | 8 |
| CCC(C)NS(=O)(=O)c1ccc(NC(=O)CCC2CCCCC2)cc1 (stereo not drawn) | -17 | 1.1 | 92 | 15 | -8 | 6 | 95 | 87 | 4 |
| COc1ccc(NC(=O)c2c(-c3ccccc3)noc2C)c(OC)c1 | -73 | 0.12 | 91 | 7 | -27 | -6 | 94 | 89 | 4 |

Continuation.
SMILES	IL1B cytotox	PTK2B oligo ant	Fibroblast inh	VCAM1 TNFa inh	TNFa cytotox	F-actin modifier	HUVEC prolif 384	H69AR inhibit	Smad3 inh
O=C(Nc1ccc(-n2nncc2-c2ccco2)cc1)c1ccc(F)cc1	-26	0.27	93	-21	-32	x	103	x	-2
COC(=O)c1cc(OC)c(OC)cc1NC(=O)c1ccc(OC)c(OC)c1	-13	-1.6	96	16	-32	x	85	94	1
CCOC(=O)c1[nH]c(COC(=O)C2CC(=O)N(Cc3ccccc3)C2)c(C(=O)OCC)c1C (stereo not drawn)	-15	0.1	95	35	-35	-1	101	97	3
Cn1c(=O)cc(OCC(=O)NCc2ccccn2)c2ccccc21	-16	0.21	98	-9	-11	8	92	87	-8
COC(=O)c1ccc(NC(=S)NCCC2=CCCCC2)cc1	16	0.34	x	2	x	7	x	x	x
Cc1noc(C)c1COc1ccc(C(=O)OCC(=O)N2CC(=O)Nc3ccccc32)cc1	5	-0.64	104	16	8	11	88	74	-8
COc1ccc(OCC(=O)N/N=C/c2ccc(O[C@@H]3O[C@H](CO)[C@@H](O)[C@H](O)[C@H]3O)cc2)cc1	15	-0.6	x	0	-1	-5	x	x	x
COc1ccc2nc(NC(=O)CSc3nc(C)cc(C)n3)sc2c1	-11	-0.48	99	12	-29	3	101	47	15[fluorescence artefact?]
NC(=O)c1ccc(OCC(F)(F)C(F)(F)C(F)(F)C(F)(F)C(F)(F)C(F)F)cc1	-23	-1.4	x	-31	-33	-3	x	x	x
CC1CCCC(NC(=O)c2cn(C)c3ccc(S(=O)(=O)N4CCCC4)cc3c2=O)C1C (stereo not drawn)	x	x	81	x	x	x	77	76	8
CCCNC(=O)CN1C(=O)NC2(CCCc3cc(OC)ccc32)C1=O (stereo not drawn)	-7	0.3	x	-13	-26	3	x	x	x
Cc1ccccc1-c1nc(CN2CCCC(C(=O)NCc3cccnc3)C2)c(C)o1 (stereo not drawn)	19	-0.27	90	6	-16	x	83	66	0
CCS(=O)(=O)c1ccc2oc(SCC(=O)c3ccco3)nc2c1	7	0.19	96	-1	-41	-17	94	82	2
O=C(NC1CCCCC1)NC1CCN(S(=O)(=O)c2ccc3c(c2)OCCO3)CC1	-35	1	106	-23	-13	-10	74	97	-1
Cc1occc1-c1nnc(SCC(=O)c2ccc(F)cc2)o1	-14	0.86	90	12	-35	-26	95	84	1
O=c1[nH]c(C2CCCN(S(=O)(=O)c3ccccc3)C2)nc2c1nnn2Cc1ccccc1F (stereo not drawn)	x	-1.4	107	x	x	x	86	80	-2
Cc1ccc(S(=O)(=O)c2c(C)cc(C)nc2Cl)cc1	-3	-1.2	x	-4	2	2	x	x	x
COc1ccc2[nH]c(=O)c(CN(C3CCCCC3)C(c3nnnn3Cc3ccco3)C(C)C)cc2c1 (stereo not drawn)	4	0.4	39*	8	-4	37	56	96	8
O=S(=O)(c1cccc(S(=O)(=O)N2CCN(c3ncccn3)CC2)c1)N1CCOCC1	-12	-0.46	97	21	6	-7	111	92	-2
CCOC(=O)CC1=C(C(=O)OCC)C(c2cccs2)C(C#N)=C(N)O1 (stereo not drawn)	-43	0.72	103	20	-12	8	98	79	6
Cc1c(C(=O)OCC(C)C)[nH]c2c1C(=O)CC(c1cccs1)C2 (stereo not drawn)	31	0.46	52	44	57	4	45	21*	2
O=C(C(c1ccccc1)c1ccccc1)N1CCN(Cc2ccco2)CC1	-45	-0.35	86	3	-14	-5	88	98	5
CCc1ccc2[nH]c(=O)c(C(c3nnnn3CCOC)N3CCN(c4ccccc4)CC3)cc2c1 (stereo not drawn)	-2	0.07	97	-2	-27	4	85	98	4
O=C(Cc1ccccc1)NC(Nc1ccccc1)C(Cl)(Cl)Cl (stereo not drawn)	22	-0.06	x	3	-4	-9	x	x	x
CC(=O)c1c(C)nn(CC(O)COc2ccc3c(c2)CCC3)c1C (stereo not drawn)	-31	-0.35	99	21	4	7	108	88	-8
c1ccc(-c2cc3n(c2)CCc2ccccc2-3)cc1	7	-0.5	85	23	x	-2	91	70	-2
NC(=O)C1CCN(c2oc(-c3ccccc3F)nc2S(=O)(=O)c2ccc(Cl)cc2)CC1	-8	0.15	95	19	-14	-20	104	93	6
Cc1ccccc1OCCn1nc(C(=O)O)c2ccccc2c1=O	x	0.68	87	8	-20	8	93	104	6
COc1ccc(-n2nnc3c(=O)n(CC(=O)NCC4CCCO4)cnc32)cc1 (stereo not drawn)	-27	0.23	x	-3	-15	3	94	108	-8
